STEP block: blocks human striatal-enriched tyrosine phosphatase | 0.25% of 360,000 active | inhibition, % at 20 µM | recombinant STEP, OMFP fluorogenic substrate, fluorescence | AID 588621 | P54829;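 active = inhibition at 20 µM, scaled per plate between control wells, above about 37%, limit read from the data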;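 note: 0% = DMSO with enzyme and substrate and 100% = substrate only without enzyme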
Target sequence (P54829 whole entry, looked up): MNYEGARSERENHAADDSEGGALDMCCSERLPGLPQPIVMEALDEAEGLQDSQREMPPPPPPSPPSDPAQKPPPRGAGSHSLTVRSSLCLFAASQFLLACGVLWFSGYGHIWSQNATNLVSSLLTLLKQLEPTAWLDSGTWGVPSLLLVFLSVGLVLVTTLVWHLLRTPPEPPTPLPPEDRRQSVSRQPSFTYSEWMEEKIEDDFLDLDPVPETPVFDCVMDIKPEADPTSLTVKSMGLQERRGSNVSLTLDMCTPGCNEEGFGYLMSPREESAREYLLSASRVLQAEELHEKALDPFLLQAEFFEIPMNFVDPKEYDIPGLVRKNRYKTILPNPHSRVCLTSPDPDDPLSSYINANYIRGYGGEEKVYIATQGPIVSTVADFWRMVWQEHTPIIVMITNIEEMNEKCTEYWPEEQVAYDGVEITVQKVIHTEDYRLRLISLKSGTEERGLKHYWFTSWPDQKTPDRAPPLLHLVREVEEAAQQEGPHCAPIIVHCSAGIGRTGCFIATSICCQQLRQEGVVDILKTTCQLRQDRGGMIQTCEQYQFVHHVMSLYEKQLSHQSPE
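Material: STEP (striatal-enriched tyrosine phosphatase) enzyme, cell-free | Medium: 50 mM Bis-Tris pH 6.0 with 2.5 mM DTT and 0.005% Tween 20 | Read-out: Percent inhibition scaled to no-enzyme and uninhibited-enzyme controls, plate-pattern corrected | Signal: Fluorescence read at 480 nm ex / 540 nm em | Times: 20 min reaction, room temperature, in the dark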
NadD inh: inhibitors of Staphylococcus aureus NadD; purified NadD enzyme, colorimetric absorbance read-out; inhibition, % at 20 µM; 0.78% of 360,000 active; AID 602399; in the data active = inhibition above about 26%; note: some compounds past the cut are filed as inactive
Scp1 inh: inhibitors of human Scp-1 phosphatase; Recombinant Scp1, phosphopeptide, malachite green phosphate absorbance; inhibition, % at 20 µM; 0.88% of 340,000 active; AID 493091;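 active = inhibition above about 50% at 20 µM, limit read from the data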;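 note: plate controls were DMSO wells with enzyme for no effect and wells lacking enzyme for full effect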
Target sequence (Q9GZU7 76-261 limits assumed): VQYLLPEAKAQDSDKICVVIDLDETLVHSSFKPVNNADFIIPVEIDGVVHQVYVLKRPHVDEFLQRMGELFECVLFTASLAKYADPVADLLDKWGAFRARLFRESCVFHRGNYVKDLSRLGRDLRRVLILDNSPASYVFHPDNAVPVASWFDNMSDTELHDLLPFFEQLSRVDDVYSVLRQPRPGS
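Material: truncated SCP-1 phosphatase (76-261aa) / Buffer or medium: 50 mM Tris acetate pH 5.5, 0.005% Tween-20, 10 mM MgCl2 / Compound dosing: one concentration, 20 µM, with 1.0% DMSO / Incubation: 45 min room-temperature reaction, 5 min colour, 30 min stabiliser / Detection: colorimetric free-phosphate detection, absorbance 630 nm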
LMPTP inh: blocks human LMPTP phosphatase; P24666; inhibition, % at 20 µM; recombinant LMPTP-A, OMFP fluorogenic substrate, fluorescence intensity; 0.22% of 360,000 active;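 active = compounds that cut the enzyme signal by at least half of the control window in the single-dose screen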;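 note: plate controls were DMSO wells with enzyme plus substrate for no effect and substrate without enzyme for full effect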
Target sequence (P24666 whole entry, looked up): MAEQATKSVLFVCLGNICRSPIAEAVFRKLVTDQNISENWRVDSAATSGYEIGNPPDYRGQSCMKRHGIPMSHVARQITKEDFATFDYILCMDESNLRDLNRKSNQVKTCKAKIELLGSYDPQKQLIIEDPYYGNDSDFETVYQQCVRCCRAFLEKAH
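Test system: LMPTP-A phosphatase enzyme. Amount: LMPTP-A at 0.625 nM final in the reaction. Reagent: OMFP substrate, 400 µM final. Times: 50 min at room temperature. Signal: endpoint fluorescence intensity from OMFP dephosphorylation. Read-out basis: % inhibition. Benchmarks: no-enzyme and uninhibited controls.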
SUMO1-SIM PPI: modulators of human SUMO1-mediated protein-protein interactions; P63165; SUMO1 binding to a labelled peptide, TR-FRET, 1 h; inhibition, % at 20 µM; 0.33% of 360,000 active; AID 602429; in the data active = inhibition above about 37%
Target sequence (P63165 whole entry, looked up): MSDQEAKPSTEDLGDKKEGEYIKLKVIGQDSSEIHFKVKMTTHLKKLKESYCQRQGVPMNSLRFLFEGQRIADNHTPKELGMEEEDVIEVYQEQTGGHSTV
Rpn11 block: inhibitors of human proteasome Rpn11; calls only at 20 µM; AID 588493; human 26S proteasome, Ub4-pepOG fluorescence polarization; 20S core pre-blocked with epoxomicin; O00487; 0.59% of 360,000 active;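 active = inhibition at 20 µM, scaled to each plate's controls, above about 33%, limit read from the data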
MLLE-PAM2 inh: blocks PAM2 peptide binding to the PABP1 MLLE domain | inhibition, % at 20 µM | P11940 | GST-MLLE / FITC-PAM2 fluorescence polarization | 0.36% of 360,000 active; in the data active = inhibition above about 35%, passing the limit was not always enough;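 note: plate controls were DMSO wells with GST-MLLE for no effect and wells lacking GST-MLLE protein for full effect; some results filed as inactive read as strong as hits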
DNMT1 block: blocks human DNA methyltransferase DNMT1; DNMT1 molecular beacon, Hinp1I cleavage, fluorescence; inhibition (reported as % activation of signal), % at 10 µM; AID 588458; 0.83% of 360,000 active; in the data active = inhibition above about 50%
CSN inh: inhibitors of human CSN-mediated cullin deneddylation | Q92905 | Purified CSN, SCF-Nedd8-OG deneddylation, fluorescence polarization | inhibition, % at 12.5 µM | 0.38% of 360,000 active | AID 651999;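 active = pattern-corrected inhibition above about 35%, with an unprinted fluorescence ratio check between 0.5 and 1.5, limit read from the data, passing the limit was not always enough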;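 note: 0% = enzyme with substrate and 100% = substrate without enzyme; some results filed as inactive read as strong as hits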
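Test system: purified human Csn5 enzyme expressed in HEK293T cells. Amount: 0.24 nM enzyme. Reagent: SCFSkp2-Nedd8OG substrate at 10 nM final. Schedule: 90 min incubation of compound, enzyme and substrate at room temperature. Detection: fluorescence polarization. Read-out: % inhibition of substrate cleavage by Csn5.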
Tb MetRS inh: blocks T. brucei methionyl-tRNA synthetase activity. AID 624268. 0.4% of 360,000 active. inhibition, % at 11.9 µM. purified T. brucei MetRS, ATP depletion, Kinase-Glo luminescence;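 active = inhibition above a per-plate cutoff of the control wells' mean inhibition plus 3 SD, cut at about 5.5% in these data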;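 note: 0% = DMSO wells median and 100% = median of wells with control inhibitor compound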
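Material: T. brucei methionyl-tRNA synthetase, purified; reagent: substrates ATP, L-methionine and bulk Escherichia coli tRNA; dosing: 11.9 µM single point; timing: 15 min plus 2 h at 25 °C; detection: luminescence of leftover ATP; evaluation: % inhibition; control set: DMSO-only wells as low control; replicates: singlicate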
Active calls of the source: *; i = inactive; · = not tested or not shown; + = active, no number; & = joins results of further samples. Not a hit list (roughly 3.6% active in at least one column).

STEP block	NadD inh	Scp1 inh	LMPTP inh	SUMO1-SIM PPI	Rpn11 block	MLLE-PAM2 inh	DNMT1 block	CSN inh	Tb MetRS inh	SMILES
-1	-6	-6	24	-27	i	9	15	1	0.7	COc1cc(NS(C)(=O)=O)ccc1Nc1c2ccccc2nc2ccccc12
-4	-7	-12	3.1	1	i	33	-9	4	0.1	Cc1[nH]c2ccccc2c1C(=O)CSc1ccccc1
0	0	3	-0.2	-2	i	0	8	0	-1.1	O=C(CN1CCC(c2nc3ccccc3s2)CC1)NCc1cccs1
2	-1	-7	0.1	-31	i	34	-1	-4	-0.2	CN(C(=O)CN1C(=O)S/C(=C\c2ccccc2F)C1=O)C1CCS(=O)(=O)C1 (centres undefined)
-1	-3	·	-1.7	-2	i	0	-13	-4	0.2	COc1ccc(C(N)c2csc(Nc3ccc(C(=O)NCCCO)cn3)n2)cc1 (centres undefined)
-1	5	-6	-0.2	4	i	-11	-2	-2	0.3	O=C(Nc1nn[nH]n1)c1ccc(S(=O)(=O)N2CCCCC2)cc1
0	-1	-5	0.4	2	i	7	1	4	0.1	CCc1ccccc1NC(=O)N1CCCc2ccccc21
0	-3	5	-0.9	0	i	6	-1	1	-0.3	Cc1cccn2c(=O)c3cc(C(=O)NCc4ccco4)c(=N)n(C(C)C)c3nc12
-2	8	1	-0.1	2	i	-6	0	-5	0.3	O=C(Cn1ncc2c3ccccc3n(Cc3ccccc3F)c2c1=O)NCCCN1CCCC1=O
0	0	2	-1.7	0	i	-3	-2	0	-1.2	CCC(C)NC(=O)NC1C(NC(=O)NC(C)CC)N(C)C(=O)N1C (centres undefined)
-2	0	-4	-0.5	2	i	2	0	4	0.0	CCN(CC)S(=O)(=O)c1cccc(NC(=O)CCNC(=O)c2ccccc2Cl)c1
0	-3	-7	-1.0	-26	i	10	6	2	-0.2	O=C(N/N=C/C(Br)=C\c1ccccc1)c1ccco1
-4	-3	0	-1.4	0	i	-14	2	3	-0.3	COc1cc(C2C(C#N)=C(N)OC3=C2C(=O)CCC3)ccc1OC(=O)N1CCOCC1 (centres undefined)
0	3	1	-0.7	-1	i	3	2	1	0.2	Cc1ccc(S(=O)(=O)NCc2cccnc2)cc1C(=O)NC1CCCCC1
1	6	3	-1.4	-20	i	20	10	0	-1.5	CC1(C)CC(=O)C(C(C#Cc2ccccc2)C2=C(O)CC(C)(C)CC2=O)=C(O)C1
-1	-3	2	-0.3	1	i	19	-6	-5	-0.2	COc1ccc(NC(=O)CN(C)S(=O)(=O)c2ccc(Cl)cc2)cn1
0	-3	4	-0.1	-2	i	-7	-2	-13	0.7	Cn1cc(C(=O)c2ccc(Cl)cc2Cl)cc1C=O
0	3	-1	0.1	-42	+	-4	-7	3	0.2	CCN1CCN(Cc2ccc(NC(=O)c3ccc(C)c(NC(=O)c4csc(-c5ccncc5)n4)c3)cc2C(F)(F)F)CC1
3	-5	-1	-1.9	5	i	7	4	3	-0.6	O=C(CN(C(=O)c1csnn1)c1ccc(F)cc1)NCc1ccc(F)cc1
0	5	-13	3.5	0	i	4	-7	1	-0.1	Cc1cc(C(=O)COC(=O)c2ccc3c(c2)OCO3)c(C)n1Cc1cccs1
1	5	-12	2.5	2	i	3	0	-5	0.2	COc1cccc(COC(=O)c2c(C)nn(-c3ccccc3)c2Cl)c1OC
2	6	-7	0.6	13	i	-9	-2	-2	1.0	Cc1ccc(C)c(Cn2nnc3c(=O)[nH]c(C4CCN(C(=O)c5cccs5)CC4)nc32)c1
-2	1	6	-0.5	-3	i	0	5	4	-0.7	Cc1cc(C)nc(SCc2ccc(F)cc2)n1
83*	-2	-1	-1.5	2	i	5	2	4	-0.1	CC(C)OCCCNC(=S)Nc1ccc(S(N)(=O)=O)cc1
1	1	-10	-1.2	2	i	4	-1	27	-0.7	CCSc1nsc(NC(=O)Nc2ccccc2Cl)n1
-3	2	3	0.4	18	i	-4	0	-2	0.0	CCCCc1nc2cc(C(=O)N3CCC(O)CC3)ccc2o1
3	-5	-3	0.1	2	i	9	9	1	0.3	CCOc1ccc(N(CC)C(=O)COc2cc(=O)n(CC)c3ccccc23)cc1
-1	-6	-3	-2.4	-2	i	10	3	-1	-1.6	COc1ccc(C2C(C(C)=O)=C(C)Nc3ncnn32)c(OC)c1OC (centres undefined)
-2	-3	0	-1.7	1	i	16	-1	-2	-0.4	CN(CCC1CCCCO1)C(=O)CCc1nnc(C2CCCCC2)o1 (centres undefined)
-2	-2	-4	-1.4	-1	i	10	1	-1	-0.6	CC(CCc1ccccc1)NC(=O)c1ccncc1 (centres undefined)

Entries of single compounds as entered above. Order of screens: STEP block	NadD inh	Scp1 inh	LMPTP inh	SUMO1-SIM PPI	Rpn11 block	MLLE-PAM2 inh	DNMT1 block	CSN inh	Tb MetRS inh
COc1cccc(COC(=O)c2c(C)nn(-c3ccccc3)c2Cl)c1OC is listed as 1	5	-12	2.5	2	i	3	0	-5	0.2
CCOc1ccc(N(CC)C(=O)COc2cc(=O)n(CC)c3ccccc23)cc1 is listed as 3	-5	-3	0.1	2	i	9	9	1	0.3
CCSc1nsc(NC(=O)Nc2ccccc2Cl)n1 is listed as 1	1	-10	-1.2	2	i	4	-1	27	-0.7
Cn1cc(C(=O)c2ccc(Cl)cc2Cl)cc1C=O is listed as 0	-3	4	-0.1	-2	i	-7	-2	-13	0.7
Cc1cc(C)nc(SCc2ccc(F)cc2)n1 is listed as -2	1	6	-0.5	-3	i	0	5	4	-0.7

Continuation:
STEP block	NadD inh	Scp1 inh	LMPTP inh	SUMO1-SIM PPI	Rpn11 block	MLLE-PAM2 inh	DNMT1 block	CSN inh	Tb MetRS inh	SMILES
-2	5	0	-0.9	-1	i	4	0	-6	-0.4	CCOc1ccccc1C(=O)n1nc(C)cc1C
-5	-1	-3	-1.7	-1	i	6	-5	-2	-0.3	CC1=NN(C(=O)CCCc2ccccc2)C(O)(C(F)(F)F)C1 (centres undefined)
5	0	-3	-1.6	4	i	6	5	-2	-0.3	CCOC(=O)[C@@H]1[C@H]2COc3ccccc3[C@@H]2N2C(=O)N(c3ccc(Br)cc3)C(=O)[C@]12C
1	3	-7	0.1	-20	i	-26	-5	-1	-0.5	COc1cccc(C(=O)N/N=C/C(Br)=C/c2ccccc2)c1
1	4	-12	18	10	i	-32	-6	6	0.1	NC(=O)c1ccsc1NC(=O)CSc1ncnc2sccc12
2	-7	-7	2.1	-15	i	5	-6	-4	-0.1	Oc1[nH]c2ccccc2c1C=Nc1ccc2c(c1)OCO2
·	·	·	-2.4	0	·	·	·	2	-0.4	COC(=O)C[C@H]1CC[C@@H](NC(=O)Nc2ccc(C(F)(F)F)cc2)[C@@H](CO)O1
-1	5	-3	-1.8	-1	i	-13	0	-8	0.6	O=C(O)CCC(=O)NNc1nc2ccccc2nc1-c1ccccc1
6	4	-5	0.4	-1	i	-5	8	-3	-0.5	CCOCCCNC(=O)N1CCOCC1
-2	-4	-8	-0.5	2	i	-13	3	1	0.0	COc1ccccc1S(=O)(=O)Cc1ccc(C(=O)NCCN(C)C)o1
-2&2	0&7	-14&-6	-1.7&0.1	-1&4	i	-3&-1	3&-2	-1&-2	0.3&-0.6	C=C1C[C@]23C[C@@]1(O)CC[C@H]2[C@@]12C=C[C@H](O)[C@@](C)(C(=O)O1)[C@H]2[C@@H]3C(=O)O
0	-2	-13	-1.3	-3	i	-24	-9	0	-0.1	Cc1ccc(NC(=O)COC(=O)c2c(C)nn(-c3ccccc3)c2C)cc1
2	-1	-5	-0.6	4	i	32	3	3	-0.1	O=C(CSc1nnc(-c2cccnc2)o1)Nc1cccc(F)c1
0	5	-1	6.1	-1	i	2	3	-1	0.2	COc1ccc(C(CC(=O)O)N2Cc3ccccc3C2=O)cc1OC (centres undefined)
-1	1	-4	-2.9	0	i	-3	-1	-4	0.2	COc1cccc2c(O)cc(=O)n(C)c12
1	0	-7	-2.1	-6	i	-10	11	3	0.2	CCc1ccc(-c2c(C)sc(NC(=O)C3CCC3)c2C#N)cc1
-2	-8	-5	0.6	6	i	12	4	1	-0.5	COc1ncccc1C(=O)N1CCC(n2nccc2NC(=O)CC(C)C)CC1
-1	8	-1	-1.4	-2	i	2	2	-5	-0.2	O=C(Cc1ccccc1)NC1CCS(=O)(=O)C1 (centres undefined)
0	-1	·	-0.7	3	i	-5	-4	-1	-0.3	CC(=O)Oc1ccc(Cn2c(C)c(C(=O)NCc3ccc4c(c3)OCCO4)sc2=O)cc1
-1	2	-10	1.4	-3	i	-13	18	-1	-0.7	Cc1cccc(NC(=O)CCCN2C(=O)c3ccccc3C2=O)n1
0	-13	-5	1.8	1	i	-3	1	-1	-1.0	COc1ccc(NC(=O)CCN2C(=O)C3C4C=CC(C4)C3C2=O)cc1 (centres undefined)
-1	-3	1	0.0	-4	i	-16	3	2	-0.7	Cc1ccc(NC(=O)Cc2nnc(N)s2)cc1
2	1	1	-1.0	0	i	-6	0	0	-1.4	Brc1ccc2c(c1)OCCOCCOCCOCCOCCOCCO2
-3	2	-8	-2.2	8	i	-21	0	-4	0.1	Cc1ccc(-n2c(SCC(=O)N(C)C3CCS(=O)(=O)C3)nc3ccccc3c2=O)c(C)c1 (centres undefined)
-2	-3	-13	1.3	3	i	-18	-4	5	-0.6	Cn1c(=O)c2c(nc(NCc3ccc4c(c3)OCO4)n2Cc2ccc(F)cc2)n(C)c1=O
-2	7	-10	-0.4	-2	i	7	-2	-8	-0.1	COc1ccccc1-n1c(SCC(=O)Nc2cccc(S(N)(=O)=O)c2)nc2ccccc2c1=O
-3	-4	-9	-1.2	-6	i	5	-1	5	0.5	CCC(CO)N=C1CC(C)(C)CC(=O)/C1=C(/O)CCCN1C(=O)c2ccccc2C1=O (centres undefined)
2	5	-7	0.3	-1	i	-4	2	2	0.0	O=C(Cn1ncc2c1-c1ccccc1OC2)Nc1ccc(Cl)cn1
0	7	-4	1.4	-3	i	-8	0	-2	-0.6	Brc1cc2c(cc1/C=N/Nc1nc(N3CCCC3)nc(N3CCOCC3)n1)OCO2
1	1	-12	-0.9	-1	i	-4	-1	-6	-0.2	CC(C)NC(=O)Cn1cc(C(=O)COc2ccccc2)c2ccccc21

High-throughput results: PubChem BioAssay, several laboratories
